Screens as filed in PubChem BioAssay.
MIN6 prolif: MIN6 beta-cell proliferation induction; proliferation, % at 10 µM; 0.29% of 330,000 active; MIN6 cells proliferation, ATPlite luminescence, 48 h; cells starved in 0.2% serum; 100% = growth in 10% serum;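 active = compounds whose signal lies at least 3.5 SD above the mean of all wells on their plate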;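 also: 0% = DMSO-treated cells in low-serum medium and 100% = 10% serum control; some compounds called inactive have numbers as strong as hits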
hIAP block: blocks human intestinal alkaline phosphatase. purified IAP, CDP-Star luminescence, 30 min. 0.12% of 330,000 active. inhibition, % at 10 µM. P09923;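 active = inhibition reaching a set limit with compound at 10 µM in the primary screen, cut at about 35% in these data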;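 also: plate controls were DMSO wells with enzyme for no effect and no-enzyme buffer wells for full effect; values of inactives mirror those of a sister screen read the other way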
Target sequence (P09923 whole entry, looked up): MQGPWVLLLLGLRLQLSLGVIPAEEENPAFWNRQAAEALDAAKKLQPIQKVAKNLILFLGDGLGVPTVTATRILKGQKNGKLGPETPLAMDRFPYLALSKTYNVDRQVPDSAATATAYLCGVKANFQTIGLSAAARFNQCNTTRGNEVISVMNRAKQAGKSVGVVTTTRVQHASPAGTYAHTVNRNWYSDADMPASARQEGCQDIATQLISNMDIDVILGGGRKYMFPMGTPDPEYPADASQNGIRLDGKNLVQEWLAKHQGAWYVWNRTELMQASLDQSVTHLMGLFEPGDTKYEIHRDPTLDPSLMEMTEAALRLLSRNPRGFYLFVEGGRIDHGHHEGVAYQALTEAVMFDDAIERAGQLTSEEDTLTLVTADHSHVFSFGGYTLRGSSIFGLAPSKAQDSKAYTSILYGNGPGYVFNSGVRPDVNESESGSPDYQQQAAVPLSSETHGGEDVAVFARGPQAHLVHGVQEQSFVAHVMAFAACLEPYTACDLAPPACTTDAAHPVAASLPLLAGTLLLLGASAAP
A3A deaminase: inhibitors of human APOBEC3A DNA deaminase. 0.41% of 330,000 active. inhibition, % at 20 µM. recombinant A3A, FAM/TAMRA ssDNA deamination fluorescence. P31941;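 active = at least 40% inhibition at 20 µM here, with at most 30% in a related deaminase screen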;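 also: plate controls were A3A with DMSO for no effect and wells lacking A3A enzyme for full effect; some results filed as inactive read as strong as hits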
Target sequence (P31941 whole entry, looked up): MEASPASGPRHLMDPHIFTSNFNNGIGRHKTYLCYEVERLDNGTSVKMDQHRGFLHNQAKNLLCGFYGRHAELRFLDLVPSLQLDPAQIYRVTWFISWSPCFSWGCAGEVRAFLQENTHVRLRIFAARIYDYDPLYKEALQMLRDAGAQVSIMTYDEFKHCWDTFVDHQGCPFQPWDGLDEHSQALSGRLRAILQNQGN
NLRP3 yeast inh: NALP3 inhibition in yeast; Yeast reconstituted NLRP3/ASC/caspase-1, beta-gal luminescence, 24 h; inhibition, % at 10 µM; 0.39% of 330,000 active; AID 2825;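 active = inhibition of 50% or more; inactive = inhibition below 50%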;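 also: plate controls were induced DMSO wells for no effect and uninduced yeast grown without galactose for full effect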
mIAP block: blocks mouse intestinal alkaline phosphatase; inhibition, % at 10 µM; 0.2% of 330,000 active; purified mouse IAP, CDP-Star luminescence, 30 min; AID 2806;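 active = inhibition of at least 40% at 10 µM in the primary screen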;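 also: plate controls were DMSO with enzyme for no effect and no enzyme wells for full effect; values of inactives mirror those of a sister screen read the other way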
mIAP act: mouse IAP activation; muIAP, CDP-Star luminescence, 30 min; stronger effect = higher value; 1 = vehicle-only enzyme signal, 0 = enzyme-free wells; activation factor at 10 µM; 0.24% of 330,000 active; AID 2805;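 active = activation factor of at least 2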; also: the source names both 10 and 20 µM as test concentration; values of inactives mirror those of a sister screen read the other way
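Assay system: mouse IAP enzyme / Compound: DMSO-dissolved test compounds / Timing: 30 min, room temperature / Measured by: luminescence from enzymatic CDP-Star hydrolysis / Control set: DMSO-only wells, enzyme-free buffer wells as negative control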
APOBEC3G inh: inhibitors of human APOBEC3G DNA deaminase. Q9HC16. recombinant A3G, ssDNA deamination FAM/TAMRA fluorescence. inhibition, % at 20 µM. 0.28% of 330,000 active;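 active = inhibition of at least 40% at 20 µM, with no more than 30% in the related APOBEC3A deaminase screen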;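 also: plate controls were DMSO wells with A3G for no effect and wells lacking A3G enzyme for full effect; some compounds called inactive have numbers as strong as hits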
Target sequence (Q9HC16 whole entry, looked up): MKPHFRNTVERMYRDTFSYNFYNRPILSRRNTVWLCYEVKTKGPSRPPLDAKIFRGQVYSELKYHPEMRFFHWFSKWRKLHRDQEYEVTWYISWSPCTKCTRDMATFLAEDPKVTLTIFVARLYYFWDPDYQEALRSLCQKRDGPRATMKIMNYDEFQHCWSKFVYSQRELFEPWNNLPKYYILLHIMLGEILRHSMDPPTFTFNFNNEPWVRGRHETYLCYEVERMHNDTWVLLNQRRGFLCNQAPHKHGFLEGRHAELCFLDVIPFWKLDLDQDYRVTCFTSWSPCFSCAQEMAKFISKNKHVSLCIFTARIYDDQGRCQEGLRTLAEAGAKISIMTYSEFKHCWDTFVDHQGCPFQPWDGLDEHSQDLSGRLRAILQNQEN
hIAP activ: increases human intestinal alkaline phosphatase activity | P09923 | purified human IAP, CDP-Star luminescence, 30 min; stronger effect = higher value; 1 = vehicle-only enzyme, 0 = enzyme-free background | activation factor at 10 µM | 0.16% of 330,000 active | AID 2524;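 active = activation factor of the enzyme at least 2-fold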; also: the source names both 10 and 20 µM as test concentration; values of inactives mirror those of a sister screen read the other way
SENP1 inh: inhibitors of human SENP1 SUMO protease catalytic domain; AID 624204; inhibition, % at 10 µM; recombinant SENP1 catalytic domain, CyPet-SUMO1-YPet FRET cleavage; 0.21% of 360,000 active;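 active = inhibition at least 30% at 10 µM, raw YFP signal under a set limit, fluorescence ratio 0.5 to 1.5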;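 also: 0% = enzyme with DMSO and 100% = no enzyme wells; some results filed as inactive read as strong as hits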
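Test system: hSENP1 catalytic domain, recombinant; Amount: 20 pM final SENP1 enzyme; Medium: Tris pH 8 buffer plus EDTA, NaCl, BME, BSA, NP40, catalase; Schedule: 50 min enzyme reaction, room temperature, light-protected; Technique: FRET fluorescence in CFP and YFP emission channels; Controls: no-enzyme wells low, DMSO-plus-enzyme wells high control.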
An asterisk follows results filed as active. The list is partial (hit frequency here may not be typical).

SMILES	MIN6 prolif	hIAP block	A3A deaminase	NLRP3 yeast inh	mIAP block	mIAP act	APOBEC3G inh	hIAP activ	SENP1 inh
O=[N+]([O-])c1cccc(S(=O)(=O)c2cccc([N+](=O)[O-])c2)c1	-1.2	-0.4	-2.3	6.6	-5.3	1.05	-5.5	1	-0.4
CC(=O)Nc1ccccc1OC(C)C(=O)NC(C)c1ccc(F)cc1 (configuration not stated)	-1.4	-14.1	-5.3	3.0	2.2	0.978	-4.9	1.14	-0.4
O=C(CSc1ccc(Cl)cc1)NNC(=O)c1ccncc1	1.1	0.9	-0.4	0.6	6.5	0.935	-9.5	0.991	2.1
COc1ccc(CN2CCN(C(=O)c3ccco3)CC2)cc1OC	-2.5	-7.4	-3.3	-9.9	-0.1	1	-4.5	1.07	1.1
Cc1ccc(C)n1NC(=O)c1ccccc1O	-0.9	8.6	-1.2	0.6	1.6	0.984	-5.9	0.914	2.2
Cc1ccc(-n2c(-c3ccncc3)nnc2-c2cccs2)cc1	-0.5	8.5	-2.0	16.3	4.2	0.958	-4.5	0.915	1.2
O=C(NCCCSc1ccccc1)c1cc(Cl)ccc1O	-7.2	-2.2	1.7	40.2	-6.3	1.06	9.7	1.02	0.3
C=C(C)CSc1nc(C)c(Cc2ccccc2)c(=O)[nH]1	1.4	6.6	3.0	-9.4	5.0	0.95	1.1	0.934	2.4
O=C(CC1C(=O)NCCN1C1CCCC1)NCc1cccc(OC(F)(F)F)c1 (configuration not stated)	-4.2	7.4	-1.1	13.3	-14.0	1.14	-11.4	0.926	0.2
CCOC(=O)Cc1nnc(NC(=O)CSc2nncn2C)s1	-1.6	-18.1	2.3	-5.6	4.5	0.955	-2.4	1.18	-1.1
CN1C(=O)N(CC(=O)N2CCN(S(=O)(=O)/C=C/c3ccccc3)CC2)C(=O)C12CCCCC2	0.1	21.5	-2.8	3.8	4.7	0.953	-5.4	0.785	1.8
CCS(=O)(=O)NCCCc1ccccc1	1.2	-3.1	1.1	10.4	-5.0	1.05	-3.7	1.03	-1.2
COCCN(CCOC)C(=O)CN1C(=O)NC(Cc2c[nH]c3ccccc23)C1=O (configuration not stated)	-2.5	1.7	22.8	8.7	0.2	0.998	6.9	0.983	-2.2
Cc1ccc(S(=O)(=O)Nn2c(O)c(C=C3N=c4ccccc4=N3)sc2=S)cc1	-5.7	-15.9	3.4	24.3	25.9	0.741	-4.0	1.16	-11.3
Cc1cc(C)c(S(=O)(=O)N2CCCC(C(=O)NCCC3=CCCCC3)C2)c(C)c1 (configuration not stated)	-5.2	-16.0	2.5	6.3	-45.0	1.45	3.8	1.16	-1.1
Cc1cccc(-n2nc3c(c2NC(=O)C2CC2)CS(=O)(=O)C3)c1C	0.1	-7.4	-2.7	8.1	-8.1	1.08	-4.0	1.07	3.0
O=c1oc2ccccc2c2[nH]ccc12	-4.1	4.2	-1.0	8.1	3.8	0.962	-4.1	0.958	-0.3
C=CCSc1n[nH]c(=O)n1-c1cccc(C(F)(F)F)c1	0.6	-3.7	2.4	12.5	9.1	0.909	9.1	1.04	1.6
CCCC(=O)Nc1cc(C)cn(Cc2c(F)cccc2Cl)c1=O	-2.5	-20.3	-5.4	13.7	-15.1	1.15	-0.6	1.2	-5.6
Cc1cc(/C=C2/C(=O)N(C)C(=S)N2C)ccc1N1CCCC1	-0.9	8.1	-8.6	25.7	20.6	0.794	-22.5	0.919	-22.8
COc1ccccc1C1CC(c2cccc(NS(C)(=O)=O)c2)=NN1S(=O)(=O)c1ccccc1 (configuration not stated)	-3.2	1.7	-6.7	17.1	6.1	0.939	-2.0	0.983	-28.8
COC(=O)c1ccc(CSc2nc(N)cc(N)n2)cc1	-1.5	22.4	-2.2	3.6	5.9	0.941	-3.0	0.776	-1.5
Nc1nc(NCc2ccc(Cl)cc2)nc(NCCO)c1[N+](=O)[O-]	0.1	14.1	-3.6	15.2	4.3	0.957	-1.3	0.859	2.5
CCn1c(N)c(Br)c(=O)[nH]c1=O	-2.6	-7.9	-2.5	12.1	7.0	0.93	-4.4	1.08	4.9
O=C(C1CC1)N1N=C(c2ccccc2)CC1(O)C(F)(F)F (configuration not stated)	-2.8	-15.8	-0.7	5.6	10.0	0.9	0.3	1.16	-0.6
Cc1cc(C(=O)COC(=O)c2ccc3c(c2)OCO3)c(C)n1CC1CCCO1 (configuration not stated)	-3.5	-9.9	-2.0	15.2	-2.6	1.03	-7.2	1.1	1.7
O=C1N=C(N2CCOCC2)S/C1=C\c1ccc(-c2ccccc2Cl)o1	-2.0	21.0	0.3	29.2	13.6	0.864	16.0	0.79	-23.4
COc1cccc(N2[C@@H](CC(C)=O)c3ccc(/C=C/C(C)=O)cc3S2(=O)=O)c1	-8.4	7.4	1.2	11.0	-9.5	1.09	-0.2	0.926	-8.1
COc1ccc(CN2CCN(C(=O)c3cc(C4CC4)nn3-c3ccccc3)CC2)cc1F	2.8	-3.7	-1.1	21.5	-7.3	1.07	-0.6	1.04	-0.6
CC1CCC(=O)N(CCSc2ccccc2)CC1 (configuration not stated)	-4.7	-5.0	-7.2	12.5	-7.4	1.07	-3.6	1.05	-0.5
CC(=O)c1ccc(COC(=O)c2cc3ccccc3oc2=O)cc1	-2.5	7.9	-0.7	23.6	5.9	0.941	-4.1	0.921	-5.5
COc1ccc(NC(=O)C2=C(C)NC(=O)NC2c2cccc(OC)c2OC)c(OC)c1 (configuration not stated)	-3.8	13.9	-3.9	-1.4	-5.4	1.05	-9.2	0.861	1.6
O=C(N=C1SC2CS(=O)(=O)CC2N1c1cccc(Cl)c1Cl)C1CCCO1 (configuration not stated)	2.5	15.4	-3.5	-0.1	-2.3	1.02	-5.7	0.846	2.0
COC(=O)c1c(C)[nH]c(C(=O)OCC(=O)N2c3ccccc3NC(=O)C2(C)C)c1C	1.2	1.7	-1.4	2.2	2.4	0.976	4.1	0.983	-28.1
COc1cc(S(=O)(=O)N2CC(=O)Nc3ccccc32)ccc1NC(C)=O	-1.1	0.1	-2.4	10.0	2.1	0.979	-7.2	0.999	-50.1
CN(C)S(=O)(=O)c1cccc(C(=O)Nc2cc(Cl)cc(Cl)c2)c1	-0.7	-8.1	-1.7	13.1	9.8	0.902	-1.6	1.08	0.3

2 of the compounds above, field by field:
CCn1c(N)c(Br)c(=O)[nH]c1=O
  MIN6 prolif: -2.6 | hIAP block: -7.9 | A3A deaminase: -2.5 | NLRP3 yeast inh: 12.1 | mIAP block: 7.0 | mIAP act: 0.93 | APOBEC3G inh: -4.4 | hIAP activ: 1.08 | SENP1 inh: 4.9

O=C(C1CC1)N1N=C(c2ccccc2)CC1(O)C(F)(F)F (configuration not stated)
  MIN6 prolif: -2.8 | hIAP block: -15.8 | A3A deaminase: -0.7 | NLRP3 yeast inh: 5.6 | mIAP block: 10.0 | mIAP act: 0.9 | APOBEC3G inh: 0.3 | hIAP activ: 1.16 | SENP1 inh: -0.6

Continuation.
SMILES	MIN6 prolif	hIAP block	A3A deaminase	NLRP3 yeast inh	mIAP block	mIAP act	APOBEC3G inh	hIAP activ	SENP1 inh
Cc1ccc(-c2nnc3sc(C4COc5ccccc5O4)nn23)cc1 (configuration not stated)	-1.1	1.8	6.1	27.9	4.2	0.958	-0.5	0.982	-0.5
Fc1ccc2nc(Nc3nc4cc5c(cc4s3)OCCO5)sc2c1	-6.2	-45.0	2.7	-0.3	-3.9	1.04	1.0	1.45	-48.4
COc1ccc(NC(=O)CN(C)C(=O)Cc2ccc(S(=O)(=O)N3CCOCC3)s2)cc1	-2.3	-4.7	-1.0	19.7	5.4	0.946	-8.2	1.05	-0.9
Cc1ccc(Nc2nc(NCc3ccco3)c3ccccc3n2)cc1	-6.5	6.5	7.5	15.2	-10.5	1.1	-1.1	0.935	-1.6
NNC(=O)c1ccc(N2CCCCCC2)c([N+](=O)[O-])c1	-3.8	7.8	-8.2	9.5	2.3	0.977	-4.7	0.922	2.0
CCOC(=O)C1CCN(C(=O)CN2C(=O)COc3ccc(C(C)(C)C)cc32)CC1	0.1	-2.5	-3.3	-0.1	7.7	0.923	-5.1	1.02	3.3
CCOc1ccc(CC(=O)N/N=C(\C)c2cccnc2)cc1OCC	-1.3	-8.9	-2.2	-2.5	3.9	0.961	-7.9	1.09	-3.6
CCOC(=O)NC(=O)C(/C=N/c1sccc1C(=O)OC)=C(\C)O	0.3	-4.5	-1.8	13.8	2.1	0.979	-5.8	1.04	0.2
O=C(N/N=C/c1ccc(N2CCOCC2)o1)c1cccc(C(F)(F)F)c1	-0.7	-3.9	3.8	20.3	10.7	0.893	11.3	1.04	3.2
Cc1cc(C)c2nc(C(F)(F)F)nc(NCCCN3CCCC3=O)c2c1	-3.9	6.6	1.6	-1.2	7.3	0.927	1.9	0.934	0.8
COc1ccccc1N1CCN(C(=O)C2CCN(C(=O)c3ccccc3C)CC2)CC1	-1.6	-32.1	-6.7	16.3	13.1	0.869	-6.7	1.32	0.5
CC(=O)c1ccc(N2CCN(C(=O)COc3ccccc3F)CC2)c(F)c1	-0.5	1.9	-1.7	22.3	-11.6	1.12	-0.4	0.981	4.0
COc1cccc(-c2nnc(SC(C(=O)c3c[nH]c4ccccc34)c3ccccc3)n2C)c1 (configuration not stated)	-5.8	22.9	-5.8	12.9	3.9	0.961	-9.3	0.771	-0.8
CCCCn1cnc2cc(NCc3ccncc3)ccc21	-1.5	-14.7	-4.9	3.7	2.5	0.975	-7.1	1.15	-8.4
COc1ccc(-c2csc(NC3CCCCC3)n2)c(OC)c1	0.0	3.1	-1.2	5.1	6.2	0.938	-4.0	0.969	-2.8
CC1=NN(C(N)=S)C(=O)C1N=Nc1ccccc1C(=O)O (configuration not stated)	-2.4	15.0	2.1	14.1	4.3	0.957	-4.6	0.85	0.6
CCN(CC)CCCNC(=O)C(C)n1c2ccccc2c2nc(=O)cc(C)n21 (configuration not stated)	-3.2	-8.3	0.5	-2.5	-4.4	1.04	1.7	1.08	0.0
CC[C@@H](C)[C@@H]1CN([C@@H](CN2CCC[C@H]2CN2C(N)=NC[C@@H]2Cc2ccccc2)C(C)C)C(=N)N1CCCC1CCCC1	-5.8	-2.0	-3.7	22.5	-83.7	1.84	-7.8	1.02	-1.8
CC(C)CNC(=O)COC(=O)/C=C/c1ccco1	-0.4	2.4	4.6	6.1	-5.7	1.06	-1.0	0.976	2.5
Cc1ccc(CNC(=S)Nc2cc(C(=O)O)ccc2C)cc1	-3.9	16.3	-2.1	-4.1	3.8	0.962	-5.4	0.837	0.0
CSc1nnc(C)c(=O)n1COC(=O)c1ccc(S(=O)(=O)N2CCCC2)cc1	0.0	-4.7	0.9	-7.7	11.3	0.887	-3.2	1.05	0.7
COc1cccc(C(=O)Oc2ccc(/C=N/Nc3ccc(C(=O)O)cc3)cc2OC)c1	-1.4	-11.4	-2.3	1.4	4.1	0.959	-8.5	1.11	1.1
CCn1c(O)c(N=Nc2ccc(Cl)c(C(=O)O)c2)c2ccccc21	-2.0	4.0	1.0	3.1	9.3	0.907	-4.0	0.96	7.0
CC(C)CC(=O)NC(=S)NNC(=O)c1ccc([N+](=O)[O-])cc1	-2.1	-36.0	-3.1	19.3	-0.5	1	-5.3	1.36	1.5
c1ccc(-c2ccc(CN3CCN(c4ncccn4)CC3)cc2)cc1	-0.8	6.0	-3.4	22.5	-2.8	1.03	-12.1	0.94	1.7
